CSN inh: inhibitors of human CSN-mediated cullin deneddylation | 0.38% of 360,000 active | Purified CSN, SCF-Nedd8-OG deneddylation, fluorescence polarization | inhibition, % at 12.5 µM | AID 651999;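 active means pattern-corrected inhibition above about 35%, with an unprinted fluorescence ratio check between 0.5 and 1.5, limit read from the data, passing the limit was not always enough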;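 further: 0% = enzyme with substrate and 100% = substrate without enzyme; some results filed as inactive read as strong as hits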
Target sequence (Q92905 whole entry, looked up, one chain of several): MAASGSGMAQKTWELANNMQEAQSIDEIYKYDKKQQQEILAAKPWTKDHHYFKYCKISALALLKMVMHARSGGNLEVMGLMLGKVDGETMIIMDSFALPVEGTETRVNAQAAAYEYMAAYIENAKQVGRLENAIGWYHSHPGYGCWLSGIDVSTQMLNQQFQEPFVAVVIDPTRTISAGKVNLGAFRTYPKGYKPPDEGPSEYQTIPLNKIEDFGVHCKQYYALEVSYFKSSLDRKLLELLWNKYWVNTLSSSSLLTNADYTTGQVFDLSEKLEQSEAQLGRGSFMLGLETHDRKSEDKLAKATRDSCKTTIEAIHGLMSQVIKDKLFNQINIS
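Material: purified human Csn5 enzyme expressed in HEK293T cells / Medium: Tris buffer pH 7.5, NaCl, DTT, Tween-20, trehalose, ovalbumin / Compound dosing: 12.5 µM single point / Schedule: 90 min incubation of compound, enzyme and substrate at room temperature / Signal: fluorescence polarization of the substrate / Control set: no-enzyme wells high, enzyme-with-substrate wells low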
Neddylation inh: inhibitors of human cullin neddylation. P61081+Q13564. TR-FRET cullin neddylation, biochemical. calls only at 25 µM. 0.58% of 360,000 active. AID 651699; in the data active means inhibition above about 36%
Target sequence (P61081 whole entry, looked up): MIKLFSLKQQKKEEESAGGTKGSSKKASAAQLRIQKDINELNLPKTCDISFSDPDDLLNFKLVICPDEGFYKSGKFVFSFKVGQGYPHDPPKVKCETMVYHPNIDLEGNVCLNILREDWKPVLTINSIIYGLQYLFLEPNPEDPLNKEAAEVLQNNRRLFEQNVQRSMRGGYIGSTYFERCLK
Target sequence (Q13564 whole entry, looked up): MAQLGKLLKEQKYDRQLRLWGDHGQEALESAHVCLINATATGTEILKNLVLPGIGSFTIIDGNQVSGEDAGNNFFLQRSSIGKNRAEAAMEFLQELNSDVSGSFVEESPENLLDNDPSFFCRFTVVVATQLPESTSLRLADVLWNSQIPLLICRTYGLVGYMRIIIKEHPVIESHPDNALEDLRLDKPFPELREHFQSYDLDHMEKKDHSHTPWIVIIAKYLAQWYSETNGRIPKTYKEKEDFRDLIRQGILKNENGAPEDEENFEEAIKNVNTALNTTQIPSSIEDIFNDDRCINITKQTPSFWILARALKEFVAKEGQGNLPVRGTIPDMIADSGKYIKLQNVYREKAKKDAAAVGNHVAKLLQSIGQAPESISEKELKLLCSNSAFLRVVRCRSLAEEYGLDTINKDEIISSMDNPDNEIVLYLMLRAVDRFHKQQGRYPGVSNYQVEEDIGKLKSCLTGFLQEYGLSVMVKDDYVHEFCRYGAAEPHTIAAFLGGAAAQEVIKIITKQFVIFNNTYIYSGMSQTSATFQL
Rpn11 block: inhibitors of human proteasome Rpn11; O00487; human 26S proteasome, Ub4-pepOG fluorescence polarization; 20S core pre-blocked with epoxomicin; calls only at 20 µM; 0.59% of 360,000 active; AID 588493;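 active means inhibition at 20 µM, scaled to each plate's controls, above about 33%, limit read from the data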
Rin1-Abl PPI inh: inhibitors of human Rin1-Abl protein interaction; TR-FRET Rin1/Abl binding, biochemical; inhibition, % at 7.35 µM; 0.4% of 360,000 active; P00519+Q13671; in the data active means inhibition above about 5%, passing the limit was not always enough
MT1-MMP act inh: blocks activation of human MT1-MMP; P50281; HT1080 RFP-PRO-GFP cells, GFP/RFP ratio fluorescence, overnight; percent of plate control window, DMSO zero; GFP/RFP ratio change, % at 20 µM; 0.061% of 360,000 active;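 active means GFP/RFP ratio change of at least 30% with cell ATP level not reduced by more than half and red fluorescence within 50% of control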; further: strong numbers were not always called active
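Material – HT1080 RFP-PRO-GFP cells · Control set – DMSO wells and RFP-L50D-GFP cells · Incubation – overnight cell settling, then overnight compound exposure, 37 °C, 5% CO2 · Compound dosing – single-point 20 µM compound, 1% DMSO · Read-out – GFP/RFP fluorescence ratio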
SKN-1 inh: C. elegans SKN-1 inhibition | C. elegans VP596 Pgst-4::GFP/RFP ratio, acrylamide-induced, 24 h | inhibition, % at 21.8 µM | 0.49% of 360,000 active;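 active means interference check ratio from 0.5 to 1.5 plus GFP to RFP signal ratio inhibition reaching or exceeding a fixed threshold, cut at about 30% in these data, passing the limit was not always enough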; further: some compounds called inactive have numbers as strong as hits
NadD inh: blocks S. aureus nicotinate mononucleotide adenylyltransferase; purified NadD enzyme, colorimetric absorbance read-out; inhibition, % at 20 µM; 0.78% of 360,000 active; AID 602399; in the data active means inhibition above about 26%; further: some compounds past the cut are filed as inactive
FAS TE block: inhibitors of human fatty acid synthase thioesterase domain; recombinant FAS-TE, OMFH fluorogenic substrate, fluorescence endpoint; inhibition, % at 15 µM; AID 602261; 0.67% of 360,000 active;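 active means compounds whose normalised, plate-corrected inhibition of enzyme fluorescence in the single-dose primary screen is 50% or more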;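 further: 0% = DMSO with enzyme and 100% = substrate without enzyme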
MLLE-PAM2 inh: inhibitors of microRNA-mediated deadenylation, human PABP1 MLLE binding; GST-MLLE / FITC-PAM2 fluorescence polarization; inhibition, % at 20 µM; AID 588489; 0.36% of 360,000 active; in the data active means inhibition above about 35%, passing the limit was not always enough;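 further: plate controls were DMSO wells with GST-MLLE for no effect and wells lacking GST-MLLE protein for full effect; some results filed as inactive read as strong as hits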
* marks the source's active call; other numbers are inactive results; i = inactive; / = not tested or not shown; + = active, no number.

SMILES,CSN inh,Neddylation inh,Rpn11 block,Rin1-Abl PPI inh,MT1-MMP act inh,SKN-1 inh,NadD inh,FAS TE block,MLLE-PAM2 inh
Cn1c(/C=N/NC(=O)c2ccccc2)nc2ccccc21,4,i,i,-4,10,6,7,-2,3
COc1ccc(CC(=O)NCc2n[nH]c(=S)n2-c2ccc(Br)cc2)cc1,-3,i,i,6,4,-13,-4,-7,-11
Cc1cc(C)c(NC(=O)CSc2nnc(SCC(=O)Nc3c(C)cc(C)cc3C)n2N)c(C)c1,-3,i,i,-1,2,17,0,-5,-18
O=[N+]([O-])c1ccc(OCCn2cnc3ccccc32)cc1,1,i,i,-4,2,-10,3,5,0
CC(C)=CCCC(C)CN1CCC(O)CC1 (stereo not drawn),4,i,i,1,1,17,0,-6,-9
CCOC(=O)N1CCC(NC(=O)Cc2ccccc2)CC1,-2,i,i,-5,-1,19,-4,-1,1
COC(=O)c1ccc(NC(=S)N2CCN(Cc3ccc(Cl)cc3)CC2)cc1,-5,i,i,-4,0,10,7,23,-97
Cc1ccc(N=Cc2sc(O)c3ccccc23)c(C)c1,-46,i,/,1,1,-18,5,-124,-98
CS(=O)(=O)N(CC(=O)NCc1ccccc1Cl)C1CCCCC1,-1,i,i,-1,3,-1,2,-9,7
COc1cccc(CNC(=O)CCC(=O)N2CCOCC2)c1,0,i,i,2,0,-22,5,-9,5
COc1cccc(CNC(=O)C2CCN(S(=O)(=O)c3c(C)nn(C)c3C)CC2)c1,2,i,i,-1,-2,-5,3,-1,-7
O=C(Nc1ccccc1)N1CCc2ccccc21,-4,i,i,2,-2,-18,-6,-4,-5
CC(=O)C1CCC2C3CC(O)C4=CC(=O)CCC4(C)C3C(=O)CC12C (stereo not drawn),3,i,i,8,16,6,-3,-7,-1
CC(=O)Nc1c(Cl)cc2c(c1Cl)C(=O)c1ccccc1-2,5,i,i,-2,3,2,0,-2,-4
O=C(CSc1nc(=O)n(CCN2CCOCC2)c2c1CCCC2)Nc1ccccc1Cl,1,i,i,3,-5,25,2,-5,5
CCOC(=O)c1ccc(CN(Cc2ccc(C)cc2)S(=O)(=O)c2cccc([N+](=O)[O-])c2)cc1,0,i,i,-1,3,7,-3,17,4
O=C(Nc1cccc(S(=O)(=O)Nc2ccc(Cl)cc2)c1)c1ccccn1,1,i,i,0,11,-2,0,24,6
CCC(=O)NC1(C(F)(F)F)C(=O)Nc2c1c(=O)[nH]c(=O)n2CC(C)C (stereo not drawn),-3,i,i,-1,2,-7,3,-8,15
COc1ccc(CCn2c(C)cc(C(=O)CSc3nnnn3-c3ccccc3)c2C)cc1OC,0,i,i,-1,0,6,-4,17,-59
O=C(NCc1ccccc1)c1ccc(S(=O)(=O)Nc2cccc(C(F)(F)F)c2)cc1,1,i,i,-2,2,10,-9,12,-6
Cc1cccc(C)c1NC(=O)CSc1nnc(-c2ccco2)n1N,-5,i,i,5,1,1,2,-7,1
CNC(=O)c1ccc(-c2ccc(OC)cc2)s1,2,/,i,0,0,-6,-2,-4,4
Cc1ccc(-c2csc(Cc3nc(-c4cc5ccccc5oc4=O)cs3)n2)cc1,7,i,i,3,8,9,-3,30,-21
O=C(NCCc1ccccc1)c1ccccc1NS(=O)(=O)N1CCCC1,-1,/,i,5,-3,8,-8,11,6

Single values from the list.
Rin1-Abl PPI inh, Cc1ccc(-c2csc(Cc3nc(-c4cc5ccccc5oc4=O)cs3)n2)cc1 stands at 3
MT1-MMP act inh, CC(=O)Nc1c(Cl)cc2c(c1Cl)C(=O)c1ccccc1-2 stands at 3

The list goes on.
SMILES,CSN inh,Neddylation inh,Rpn11 block,Rin1-Abl PPI inh,MT1-MMP act inh,SKN-1 inh,NadD inh,FAS TE block,MLLE-PAM2 inh
Cc1ccc(CNC(=O)c2ccc(F)c(S(=O)(=O)N3CCOCC3)c2)cc1,-4,i,i,8,-1,-6,-5,0,5
COCCNc1nc(Nc2ccc(C)cc2C)c2sccc2n1,-1,i,i,-2,4,4,1,-3,5
COc1cc(C(C)=O)ccc1OCC(=O)Nc1ccc2nc(C)sc2c1,-4,i,i,1,3,15,3,-5,-13
O=C(OCCCc1cc2ccccc2c(=O)o1)c1ccccc1C(F)(F)F,-2,i,i,2,-1,6,-10,19,2
O=C(c1ccccc1)N1CCN(C2CC3CCC2C3)CC1 (stereo not drawn),2,i,i,-1,0,10,-2,-6,3
COc1cccc(-c2nc(CS(=O)(=O)CC(=O)Nc3cccc(C(C)=O)c3)c(C)o2)c1,-4,i,i,-2,-1,16,-2,1,-4
O=C(/C=N/NC(=O)c1ccc(Cl)cc1Cl)c1ccccc1,2,i,i,3,1,8,2,-2,-19
O=C(CCC1CCCC1)Nc1cccn(Cc2ccccc2Br)c1=O,-2,i,i,-3,2,-3,3,29,-14
COc1ccc(S(=O)(=O)Nc2ccccc2C(N)=O)cc1OC,-9,i,i,-1,1,13,-6,-1,-124
COc1ccc(OC)c(N(CC(=O)N2CCN(Cc3ccccc3)CC2)S(C)(=O)=O)c1,7,i,i,0,-3,-8,-2,-1,-3
CCN(CC)c1ccc(/C=C/c2cc(-c3ccccc3)c3ccccc3n2)cc1,92,/,/,0,-69,49,13,-145,i
COc1ccc(NC(=O)CC2C(=O)N(C)C(=S)N2Cc2ccco2)cc1 (stereo not drawn),-2,i,i,-1,-1,-4,-4,18,4
OC(c1ccc(Cl)c(F)c1)c1ncc(-c2cccc(C(F)(F)F)c2)[nH]1 (stereo not drawn),3,i,i,1,4,24,2,43,-9
O=S(=O)(Nc1nc2ccccc2nc1NCC1CCCO1)c1ccccc1 (stereo not drawn),-2,+,i,-2,1,-10,-5,-4,-10
Cn1c(=O)oc2cc(S(=O)(=O)Nc3cccc(F)c3)ccc21,-4,i,i,-3,-2,-13,-4,-3,-3
COCCCNC(=O)Cn1nc(-c2cccc(OC)c2)ccc1=O,0,i,i,1,-1,-3,-4,-2,9
CCc1nccn1S(=O)(=O)c1cc(OC)c(Cl)cc1OC,1,i,i,-2,4,0,-4,-11,-5
COc1cc(C2Nc3cc(C)c(C)cc3NC3=C2C(=O)CC(C)(C)C3)ccc1OC(C)=O (stereo not drawn),0,i,i,2,-2,-6,7,-1,2
O=C1CSCC(=O)N1c1ncc(C(F)(F)F)cc1Cl,6,i,i,1,-8,2,-5,-6,-12
Cc1ccc(N(CCO)C(=S)Nc2ccccc2)cc1,4,i,i,1,-2,12,-2,-1,30
Cc1cccc(C)c1NC(=O)C(c1ccccc1)N1CCOCC1 (stereo not drawn),1,i,i,2,-2,-16,-8,-3,7
CC1CCc2[nH]c3ccc(C(=O)N4CCCC(C(F)(F)F)C4)cc3c2C1 (stereo not drawn),0,i,i,1,1,21,-1,24,-8
COc1cccc(C(=O)Nc2ccncc2)c1OC,-1,i,i,0,9,-10,-1,2,14
O=C(Nc1cc2c3c(c1)CC(=O)N3CCC2)c1ccccc1C(F)(F)F,2,i,i,0,1,-3,1,-6,-6
CC(=O)c1cn(CC(=O)NCC2CCCO2)c2ccccc12 (stereo not drawn),0,i,i,-3,4,9,-1,-5,6
CC(=O)Nc1c(O)c2ccccc2[nH]c1=O,-2,i,i,1,-12,7,2,-3,19
Cc1nccn1CCC1CCCCN1C(=O)CCc1nnc(-c2ccsc2)o1 (stereo not drawn),-3,i,i,2,-3,-5,-4,-5,-21
CCOc1cc(-c2cc(-c3ccc(OC)cc3)nc(N)c2C#N)ccc1O,1,i,i,-3,3,-7,15,8,-2
COC(=O)c1cc(Cl)c(NC(=O)Cc2ccccc2)cc1OC,-5,i,i,5,4,6,1,2,1
Cc1ccc(NC(=S)N/N=C/c2ccc(Cl)c([N+](=O)[O-])c2)cc1,4,i,i,-4,16,5,21,14,28
CCc1nnc(NC(=O)c2cc(S(=O)(=O)N3CCOCC3)ccc2N2CCCCC2)s1,-1,i,i,-1,3,14,3,2,-79
NC(=O)CCCc1nc(-c2ccccc2)no1,3,i,i,0,0,-1,4,-7,10
CN1CCC2CC1c1cc(-c3ccc(C(F)(F)F)cc3)ccc12 (stereo not drawn),8,i,i,-2,-3,9,-1,-6,-2
O=C(NCC(=O)N(c1ccc(F)cc1)C(C(=O)NC1CCCC1)c1cccnc1)c1cccs1 (stereo not drawn),4,i,i,-1,-2,6,-2,-4,-6
Cn1nnnc1SCc1cc(=O)[nH]c2ccccc12,-1,i,i,1,1,-15,2,-5,4
CCC(C)C(=O)Nc1nnc(SCC(=O)Nc2ccccc2F)s1 (stereo not drawn),0,i,i,-3,2,16,0,8,-9
S=C(NCc1ccc(Cl)cc1Cl)Nc1ccccc1,9,i,i,-5,4,-6,0,12,-40
Cc1nc(SCC(=O)N(C)C2CCS(=O)(=O)C2)c(C#N)c(C)c1C (stereo not drawn),5,i,i,4,-3,1,-1,-7,1
CC[n+]1cccc(-c2nc3ccccc3s2)c1,0,i,i,2,3,15,6,-8,-145
CC(C)(C)OC(=O)N[C@@H](C(=O)OC(C)(C)C)c1ccccc1,-1,i,i,-1,0,3,-8,4,3
COc1ccc(C(=O)N2CC3(CC(c4ccc(Cl)cc4)=NO3)C[C@H]2C(=O)NCC(N)=O)cc1 (stereo partly drawn),-5,i,i,1,-11,-18,3,-10,-6
O=c1c(Cc2c(F)cccc2Cl)c(O)ccn1C1CC1,5,i,i,4,1,6,4,-2,3
C=CC(C)(O)CCC=C(C)C (stereo not drawn),0,i,i,-2,5,9,-2,-5,-18
CN(C)C(=O)c1ccc(-c2cc3onc(-c4ccccc4)c3c(=O)n2C)cc1,-1,i,i,-1,5,19,3,-85,19
CC(C)CCN1C(=O)c2ccccc2C1C(=O)NCc1cccnc1 (stereo not drawn),-3,i,i,3,2,1,1,-10,6
Cc1ccc(NC(=S)NCCc2ccc(Cl)cc2)c(C)c1,0,i,i,-1,-2,-12,-3,17,-18
CCN(CC)S(=O)(=O)c1cccc(C(=O)Nc2cc(C)cc(C)c2)c1,1,i,i,0,-1,-5,-3,7,3
CSc1nsc(/C=C/Nc2ccc(C(=O)O)cc2)c1C#N,29,i,+,-1,-37,14,3,1,-42
c1nc(NCc2ccc3c(c2)OCO3)c2cc(-c3ccc4c(c3)OCCO4)ccc2n1,3,i,i,2,2,9,15,23,-9
Cc1ccc(C)c(S(=O)(=O)Nc2ccc(-n3cnnn3)cc2)c1,0,i,i,4,-5,-2,0,1,-11
COc1cc(C(=O)OC(C)CN2CCCCC2)cc(OC)c1OC (stereo not drawn),-2,i,i,-2,-2,-3,-2,-8,11
CCOC(=O)[C@H]1[C@H]2COc3cc(OC)ccc3[C@@H]2N2C(=O)c3ccc(C)cc3NC(=O)[C@@]12C,-4,i,i,-1,-6,-1,-2,5,6
O=C(Nc1ccc(SC(F)F)cc1)C1=COCCO1,3,i,i,-3,2,6,-3,-5,23
CCOCCCNC(=O)/C(C#N)=C/c1cc(C)c(O)c(C)c1,2,i,i,-3,0,-8,-7,-3,-24

Screens as filed in PubChem.
